PI4K2A inh = blocks human PI4K2A kinase activity. Q9BTU6. purified PI4K2A, ADP-Glo luminescence, 1 h; stronger effect = lower value. activity change, negative = inhibition, % at 76.9 µM. actives 0.13% (n = 420,000). AID 1346378; in the data active means activity change below about -50%; inconclusive means mostly about -30% to -49%;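 further: -100% = wells without enzyme as full effect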
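In this quantitative HTS, ADP production by PI4K2A was quantified luminescently after 1 h at ambient temperature; 100 microM adenosine served as plate-quality control.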
POLH inh = inhibitors of human DNA polymerase eta | recombinant Pol eta, fluorescent DNA replication assay | Potency, µM (highest dose often 114 µM), inactives show top-dose activity change, negative = inhibition, most hits filed as inhibitors | actives 1.2% (n = 390,000) | AID 588591; further: potency means the concentration at half of the fitted maximal effect; on the % scale 0 is the no-effect control and ±100 the full control effect
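Pol eta at 10 nM preincubated with compounds 15 min at room temperature; reaction started with fluorescent substrate (50 nM final) and read kinetically at 0 and 10 min.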
JMJD2A Tudor inh = JMJD2A Tudor domain (human) inhibition; actives 4.4% (n = 390,000); AlphaScreen JMJD2A-Tudor / H3K4me3 peptide binding; Potency, µM (top dose mostly 114 µM), without a hit: top-dose activity change, negative = inhibition, most hits filed as inhibitors; AID 504339; O75164; further: potency means the concentration at half of the fitted maximal effect; on the % scale 0 is the no-effect control and ±100 the full control effect; nearly all actives have a fitted effect of over 50% in size
G9a inh = G9a (human) methyltransferase inhibition; Q96KQ7; G9a H3K9 monomethylation, AlphaScreen, 2 h; Potency, µM (highest dose often 102 µM), for the others: at the highest dose activity, negative = inhibition, actives largely listed as inhibitors; actives 8.8% (n = 350,000); AID 504332; further: potency means the concentration at half of the fitted maximal effect; on the % scale 0 is the no-effect control and ±100 the full control effect; nearly all actives have a fitted effect of over 75% in size
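G9a (20 nM) was preincubated 15 min with compound, then reacted 2 h at room temperature with 500 nM biotin-H3K9 peptide and 20 µM SAM. Monomethyl-H3K9 detected by AlphaScreen using anti-H3K9me1 antibody.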
BAZ2B block = inhibitors of human BAZ2B bromodomain. Q9UIF8. AlphaScreen BAZ2B-H3K14Ac peptide displacement. Potency, µM (highest dose often 114 µM), inactives show at the top dose activity change, negative = inhibition, usual class: inhibitors. actives 4.4% (n = 360,000). AID 504333; further: potency means the concentration at half of the fitted maximal effect; on the % scale 0 is the no-effect control and ±100 the full control effect; nearly all actives have a fitted effect of over 60% in size
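Inhibition is scored as reduced AlphaScreen emission. The BAZ2B/b-H3(5-23)K14Ac complex (50 nM each) in PBS pH 7.4, 0.01% Tween-20 meets compound (up to 110 uM) for 30 min at RT before bead addition.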
GLS inhibitor = glutaminase GLS (human) inhibition; O94925; GLS enzymatic activity, qHTS titration; Potency, µM (doses to about 45.5 µM), inactives show at the highest dose activity change, negative = inhibition, hits mostly inhibitors; actives 0.21% (n = 410,000); further: potency means the concentration at half of the fitted maximal effect; on the % scale 0 is the no-effect control and ±100 the full control effect
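hKGA; 45 mM KH2PO4 pH 8.2 + 0.02% Tween-20; cpd via pin tool; 1 mM Gln soln; GluOx/HRP/Amplex Red; RT 30 min; fluor. t0 & final.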
PGK inhibitor = blocks T. brucei phosphoglycerate kinase; PGK/GAPDH coupled, Kinase-Glo luminescence, 60 min; actives 0.043% (n = 380,000); Potency, µM (titrated, usually from 57.5 µM), for inactives: at the highest dose activity change, negative = inhibition, most hits filed as inhibitors; AID 602233; further: potency means the concentration at half of the fitted maximal effect; on the % scale 0 is the no-effect control and ±100 the full control effect; nearly all actives have a fitted effect of over 60% in size
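Luminescent ATP detection (Kinase-Glo Plus) follows a 60-minute room-temperature incubation, with wells lacking PGK as controls. Buffer: 100 mM TEA (pH 7.6), 5 mM MgCl2, 0.01% Tween-20. Coupling enzyme GAPDH (100 nM final) supplies unstable 1,3-BPG in-well.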
HP1b chromo inh = inhibitors of HP1-beta chromodomain binding to methylated histone tails; P83916; AlphaScreen HP1-beta / biotin-H3K9me3 peptide binding; Potency, µM (top dose mostly 114 µM), without a hit: at the top dose activity change, negative = inhibition, usual class: inhibitors; actives 0.56% (n = 390,000); further: potency means the concentration at half of the fitted maximal effect; nearly all actives have a fitted effect of over 70% in size; inactives centre near 23
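HP1-beta protein (50 nM final) preincubated 30 min at room temperature with biotinylated H3(1-18)K9me3 peptide (50 nM) in PBS pH 7.4, 0.01% Tween-20, then compound added for 30 min. AlphaScreen streptavidin donor/nickel chelate acceptor beads (10 ug/mL final), 30 min dark, luminescence read.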
Pin1 inh = human Pin1 inhibition | AID 504891 | actives 0.009% (n = 390,000) | Pin1 FP peptide displacement, HiFluor488, 10 min | Potency, µM (titrated, usually from 115 µM), for inactives: at the highest dose activity, negative = inhibition, hits mostly inhibitors | Q13526; active means well fitted inhibition curve with a large enough effect in the polarisation, with a control signal flat, not every such curve was filed as active; inconclusive means small, poorly fitted or top-dose-only effect, or effect the other way, or a change in a side signal; inactive means no such curve, though single readings can be large or run the other way; the % refers to the polarisation; further: potency means the concentration at half of the fitted maximal effect; on the % scale 0 is the no-effect control and ±100 the full control effect
The depositor's hits bear a star; i = inactive; ? = inconclusive; nt = no result given; [ ] = remark or other dose. Unless noted, the call rests on the fitted dose curve; in most records, active means well fitted curve in the direction sought with a large enough effect; inconclusive means small, poorly fitted or top-dose-only effect, or another doubt; inactive means no such curve, though single readings can be large; an effect the other way counts as inactive or inconclusive. A portion of the library; rates above refer to the full screens.

SMILES	PI4K2A inh	POLH inh	JMJD2A Tudor inh	G9a inh	BAZ2B block	GLS inhibitor	PGK inhibitor	HP1b chromo inh	Pin1 inh
CC1Sc2ccc(C(=O)NCc3ccccc3Cl)cc2NC1=O (stereo not given)	2	-1%	-7%	nt	nt	4%	6%	23%	14%
Cc1c(C(=O)C(=O)NCc2ccco2)c2ccccc2n1C	-1	-14%	-8%	-48%	nt	6%	9%	9%	4%
CCC(C)n1c(SC(C)C#N)nc2ccccc2c1=O (stereo not given)	7	-15%	31%	7%[59 µM]	11%	-7%	-7%	72%[activator]	-3%
O=C(O)c1ccc(CSc2nnnn2-c2ccc(F)cc2)cc1	3	-3%	-10%	-12%	-1%	-3%	2%	-7%	4%
CCOC(=O)c1cc(-c2ccc(C)cc2)n(CC(=O)Nc2ccccc2F)c1C	-4	-16%	4%	5%[59 µM]	1%	2%	-1%	27%	9%
COCCN(CC(=O)Nc1ccccc1C(F)(F)F)C(=O)/C=C/c1ccc2ccccc2n1	-3	-14%	7%	12%[12.7 µM]	-6%	1%	-6%	44%[activator]	13%
CCCCn1c(N)c(N(CC)C(=O)Cc2ccc(S(=O)(=O)N3CCOCC3)s2)c(=O)[nH]c1=O	3	-14%	-4%	-2%	-5%	-3%	-2%	18%	?
O=C(Nc1ccc2c(c1)OCO2)c1cnc2n(c1=O)CCS2	-5	-7%	-12%	?	11%	-4%	-2%	25%	-5%
CCOC(=O)CSc1nc2ccc(N3CCOCC3)cc2c(=O)n1Cc1ccccc1	-10	0%	-16%	-16%	-4%	nt	13%	66%[activator]	?
CCN(CC)C(=O)c1cc2cc([N+](=O)[O-])ccc2s1	-1	-2%	-14%	7%[12.7 µM]	-15%	3%	-7%	7%	-14%
Cc1ccc(S(=O)(=O)N2CC3CCCN3c3ccc(C(F)(F)F)cc32)cc1 (stereo not given)	-8	-2%	1%	81%[activator][59 µM]	-25%	8%	-2%	23%	?
COc1ccc(S(=O)(=O)Cc2ccc(C(=O)N3CCN(c4ccccc4F)CC3)o2)cc1	0	-22%	-14%	-42%	-17%	0%	10%	49%[activator]	1%

Continued; the last 7 above are carried over.
SMILES	PI4K2A inh	POLH inh	JMJD2A Tudor inh	G9a inh	BAZ2B block	GLS inhibitor	PGK inhibitor	HP1b chromo inh	Pin1 inh
COCCN(CC(=O)Nc1ccccc1C(F)(F)F)C(=O)/C=C/c1ccc2ccccc2n1	-3	-14%	7%	12%[12.7 µM]	-6%	1%	-6%	44%[activator]	13%
CCCCn1c(N)c(N(CC)C(=O)Cc2ccc(S(=O)(=O)N3CCOCC3)s2)c(=O)[nH]c1=O	3	-14%	-4%	-2%	-5%	-3%	-2%	18%	?
O=C(Nc1ccc2c(c1)OCO2)c1cnc2n(c1=O)CCS2	-5	-7%	-12%	?	11%	-4%	-2%	25%	-5%
CCOC(=O)CSc1nc2ccc(N3CCOCC3)cc2c(=O)n1Cc1ccccc1	-10	0%	-16%	-16%	-4%	nt	13%	66%[activator]	?
CCN(CC)C(=O)c1cc2cc([N+](=O)[O-])ccc2s1	-1	-2%	-14%	7%[12.7 µM]	-15%	3%	-7%	7%	-14%
Cc1ccc(S(=O)(=O)N2CC3CCCN3c3ccc(C(F)(F)F)cc32)cc1 (stereo not given)	-8	-2%	1%	81%[activator][59 µM]	-25%	8%	-2%	23%	?
COc1ccc(S(=O)(=O)Cc2ccc(C(=O)N3CCN(c4ccccc4F)CC3)o2)cc1	0	-22%	-14%	-42%	-17%	0%	10%	49%[activator]	1%
Cc1cc(NC(=O)c2cc(-c3ccccc3C)nc3ccccc23)no1	1	-8%	-21%	11%[59 µM]	-4%	4%	5%	12%	-13%
CN1/C(=C\C(=O)COC(=O)c2ccc(O)c(O)c2)C(C)(C)c2ccccc21	-1	?	?	?	nt	38%[activator]	-5%	-16%	26%
N#Cc1cn(-c2cccc(C(F)(F)F)c2)c(=O)[nH]c1=O	10	-1%	-18%	-26%	-3%	-3%	-1%	-12%	-1%
CC(CCCC(C)(C)O)NC(=O)c1ccc2oc(CCc3ccccc3)nc2c1 (stereo not given)	5	-17%	1%	nt	-5%	-7%	-1%	33%	3%
O=C(Nc1ccc2c(c1)CCC2)c1cc(F)cc(F)c1	3	-10%	-9%	-15%[12.7 µM]	-4%	5%	2%	27%	-7%
O=C(ONC1=NCCCCC1)c1cccc([N+](=O)[O-])c1	3	-6%	-5%	4%	3%	22µM*	-9%	0%	-2%
COC(=O)c1ccccc1S(=O)(=O)N1CCC(C(=O)OCC(=O)NC2CCCCC2C)CC1 (stereo not given)	1	-8%	-8%	20µM*	9%	-2%	10%	28%	-5%
CCOC(=O)N1CCN(C(=O)CS(=O)Cc2nc(-c3ccc(C)cc3)oc2C)CC1 (stereo not given)	-5	1%	-12%	?	3%	0%	-4%	29%	4%
COc1cccc(-c2c(C(=O)N/N=C/c3cccnc3)nnn2-c2nonc2N)c1	3	-5%	-14%	3%	-3%	-4%	-8%	28%	-2%
O=C(C[C@H]1C(=O)N(Cc2cccnc2)C[C@@H]1Cc1ccccc1)Nc1ccc(Br)cc1	-2	-18%	nt	nt	nt	-2%	-1%	nt	nt
Cc1cc(CNC(=O)c2cccc([N+](=O)[O-])c2)c2ccccc2n1	0	-13%	-13%	32%[activator]	?	10%	-3%	24%	-1%
CCCNC(=O)C(=O)Nc1ccc(N(C)C)cc1	-15	-7%	-20%	?	4%	20%	i	0%	3%
O=C(CSc1nc2ccccc2nc1Cc1ccccc1)N1CCCCC1	-2	-15%	9%	2%[59 µM]	36%	3%	-9%	41%[activator][57 µM]	2%
COc1ccc(C(=O)N2CCCC2)cc1S(=O)(=O)N1CCC(C)CC1	7	3%	-14%	-47%[59 µM]	-2%	12%	i	16%	-4%
CC(=Nc1ccc(C)c(C)c1)C1=C(O)CSC1=O	-1	-17%	-8%	-23%[59 µM]	-28%	10%	-2%	13%	2%
O=C(Nc1ncc(Cc2cc(Cl)ccc2Cl)s1)c1ccc([N+](=O)[O-])cc1	1	-1%	?	6%	?	1%	1%	?	?
COc1ccccc1-n1c(C)cc(C=O)c1C	3	-25%	-8%	12%[12.7 µM]	-10%	0%	-6%	12%	-2%
COC(=O)C1=C(C)NC(=S)NC1/C=C/c1ccccc1 (stereo not given)	7	-17%	-4%	?	-23%	-9%	i	42%[activator]	3%
N#Cc1ccc(Cl)cc1NC(=O)COC(=O)c1cccc(S(=O)(=O)N2CCOCC2)c1	2	-4%	-12%	22%[12.7 µM]	7%	-1%	7%	35%	-2%
C#CC1(NC(=O)NC(C)(C)C)CCCCC1	-3	-13%	1%	nt	3%	-3%	-2%	31%	0%
COc1ccc(N(CC(=O)Nc2ccc(C)cn2)S(=O)(=O)c2c(C)noc2C)cc1	1	5%	-18%	28%[0.501 µM]	?	nt	-2%	16%	3%
COc1ccc(C)cc1Nc1n[n+](-c2ccccc2)c(-c2ccc(N(C)C)cc2)s1	-3	-3%	50µM*	50µM*	28µM*	11%	-5%	?	87%[activator]
Cc1cc2c3c(c1)C(C)CC(C)(C)N3C(=O)C2=C(C#N)C#N (stereo not given)	4	-15%	-29%	?	-35%	-6%	-4%	-7%	5%
COc1ccccc1S(=O)Cc1ccc(C(=O)NCc2ccccc2Cl)o1 (stereo not given)	-2	4%	35µM*	3.5µM*	8%	20%	-8%	-10%	-11%
COc1ccc(Cl)cc1NC(=O)CCCC(=O)c1ccccc1	2	-3%	32%	9%	0%	-2%	4%	72%[activator]	?
Cc1ccc(-n2ncc(C(=O)NCc3ccccc3C)c2-n2cccc2)cc1	-8	-14%	-11%	-14%[59 µM]	-13%	-11%	0%	23%	3%
CCOc1ccccc1C(=O)N1CCc2cc(OC)c(OC)cc2C1COc1ccc(OC)cc1 (stereo not given)	-15	-22%	?	-34%[59 µM]	-39%	1%	-3%	16%	3%
CCOC(=O)N=S(N)(=O)c1ccccc1 (stereo not given)	3	-9%	6%	3%[59 µM]	7%	-1%	4%	33%	-11%
Cc1ccsc1CN(C(=O)c1ccccc1)C1CCS(=O)(=O)C1 (stereo not given)	0	-12%	-3%	18%	-4%	-2%	-10%	24%	1%
O=C(Cc1ccc(NC(=O)C2CCN(C(=O)CCc3ccccc3)CC2)cc1)Nc1ccc(C(=O)N2CCOCC2)cc1	0	-17%	-14%	nt	nt	0%	-9%	41%[activator]	-2%
O=C(CCCN1C(=O)c2ccccc2C1=O)OC1CSCC1NC(=O)c1ccccc1 (stereo not given)	-1	-16%	-9%	3%	-9%	5%	3%	5%	-2%
CCOc1ccc(NC(=O)c2c(NCc3cccnc3)sc3c2CCC(C)C3)cc1 (stereo not given)	-1	-16%	16µM*	2.2µM*	?	?	-6%	-1%	0%
CC(C)C(=O)Nc1cccc(C(=O)Nc2nnc(C(F)(F)F)s2)c1	4	-2%	1%	-5%[59 µM]	1%	0%	3%	39%[activator]	-2%
Cc1c(NC(=O)Nc2cc(F)c(F)cc2Cl)c(=O)n(-c2ccccc2)n1C	-1	-4%	-12%	nt	nt	12%	6%	30%	-1%
